# bCat nuc transl = alters nuclear translocation of beta-catenin in HeLa cells; immunofluorescence imaging; nuclear translocation activity, % at 5 µM; hit rate 0.3% among 190,000; AID 1665;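 active = nuclear translocation activity above 50% at 5 µM, with a well cell count of 50 or more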;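 also: per-cell ratio of nuclear to cytoplasmic median beta-catenin stain intensity; plate controls were DMSO negative control for no effect and GSK-3 inhibitor IX positive control for full effect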
#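 System: Human HeLa cells, endogenous beta-catenin | Compound dosing: 5 µM primary, 0.02–20 µM confirmation | Timing: 24 h compound exposure at 37°C, 5% CO2 | Measured by: Fluorescence imaging of beta-catenin antibody stain plus DAPI | Read-out basis: % activation of per-cell nuclear versus cytoplasmic median beta-catenin signal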
# T cell modulator = T cell immune modulators affecting CD8 T cell-vesicle binding. 2C CD8+ T cell-vesicle binding, flow cytometry; stronger effect = lower value. calls only at 7 µM. hit rate 0.068% among 330,000. AID 2052;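 active = response, share of CD8 T cells binding vesicles, and their 90th percentile fluorescence all below set limits, cut at about 80% in these data, passing the limit was not always enough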
#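 Assay system – 2C mouse CD8+ T cells · Also added – QL9-loaded Drosophila micro-vesicles · Timing – Cell–vesicle co-incubation 1.5 h at 37 °C, staining 20 min on ice · Signal – flow cytometry of vesicle-bound cells · Measure – percent CD8+ FL2 mean versus row control · Controls – Peptide-free naked vesicles (low) and QL9 vesicles with 0.7% DMSO vehicle (high)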
# TNAP activation fold = human TNAP enzyme activators, primary screen, biochemical, luminescent, no phosphate acceptor, uHTS (AID 1001); hit rate 0.03% among 200,000; activation fold at 20 µM; hits with a dose series show EC50 in µM; purified TNAP, luminescent activation assay, no phosphate acceptor; higher activation fold means a stronger effect; in the data active = activation fold from about 3, or a potency from the dose series; inactive = the rest, 99 in 100 with activation fold below about 1.6; also: many of its hits are not listed in these tables
# Insulin prom up = MIN6 insulin promoter up-regulation; MIN6 insulin promoter-GFP reporter, high-content imaging; stronger effect = higher value; z-score at 5 µM; hit rate 0.3% among 190,000; AID 1625;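 active = z-score above 3 at 5 µM with at least 500 cells counted in the well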
# human PMI inhibition = MPI enzyme activity inhibition – biochemical, fluorescence intensity, coupled assay, primary screen (AID 1209); purified PMI enzyme, coupled fluorescence intensity; higher % means a stronger effect; inhibition, % at 20 µM, or IC50 in µM where a hit was titrated; hit rate 0.42% among 190,000; in the data active = inhibition above about 50%;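 also: plate controls were DMSO vehicle for no effect and wells lacking substrate for full effect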
# Lipid droplet = hepatic lipid droplet formation modulation | AML12 mouse hepatocytes, oleate lipid droplets, BODIPY imaging | inhibition, % at 6.5 µM | hit rate 0.4% among 240,000;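 active = lipid droplet intensity inhibited by at least 50%, with more than 500 cells counted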
#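 Assay system: AML12 mouse liver cells | Compound: 6.5 µM single-point dosing | Schedule: Overnight exposure | Technique: Fluorescence imaging, 20x objective, two fields per well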
# MT stabilizer = microtubule stabilization, imaging screen. HeLa tubulin immunostaining HCS, 24 h; share of cells brighter than vehicle mean+2SD. % tubulin-high responders, % at 10 µM. hit rate 0.83% among 200,000. AID 2205;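 active = plate Z-score above 3 for both tubulin-high and condensed-nucleus cell shares, with cell loss under 80%, at 10 µM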;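 also: anti alpha tubulin signal scored within the nucleus-defined area of each cell; some results filed as inactive read as strong as hits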
# Dynein cargo inh = blocks dynein driven cargo transport along microtubules; 3617.4 mouse cells, GR-EGFP nuclear translocation imaging; test concentration mostly 20 µM; stimulated with dexamethasone, 1 µM; stronger effect = lower value; z-score, hits read low; hit rate 0.47% among 220,000; AID 1381;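 active = plate z-score of nuclear minus cytoplasmic receptor signal below a set negative limit, without overly bright fluorescence or cell loss, cut at about -3.5 in these data, passing the limit was not always enough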;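 also: z-score of nuclear minus cytoplasmic ring GR-EGFP intensity difference per well; some compounds called inactive have numbers as strong as hits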
#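 Buffer or medium: tet-free, stripped-serum medium; reagent: dexamethasone at 1.0 µM final, 30 min; incubation: 48 h induction, 1 h compound, 30 min dex at 37 °C; measured by: formaldehyde fixation, Hoechst nuclear stain, 10x automated fluorescence imaging; read-out: nuclear-to-cytoplasmic GR-EGFP distribution per well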
# Myeloid diff 2 = promotes myeloid progenitor differentiation; ER-HoxA9 myeloid progenitors, lysozyme-GFP differentiation, flow cytometry; calls only at 10 µM; hit rate 1% among 360,000; AID 624256;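 active = normalized GFP-positive differentiation at or above the plate's own cutoff, the solvent-only control mean plus 3 SD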;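 also: cells exposed to compound for four days before flow analysis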
# Dynein cargo inh cytoplasmic EGFP = recorded beside Dynein cargo inh, whose call it bears; z-score; measured here: cytoplasmic GR-EGFP intensity; stronger effect = higher value
# Dynein cargo inh nuclear GR-EGFP = second read-out of Dynein cargo inh, no call of its own (marks repeat the call); z-score; measured here: nuclear GR-EGFP intensity;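 lower value marks the stronger effect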
# Dynein cargo inh cell count = recorded beside Dynein cargo inh, whose call it bears; z-score; measured here: cell count per field
# Insulin prom up cell count = recorded beside Insulin prom up, whose call it bears; cell count; measured here: cytotoxicity, nuclei count;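 total cells summed across four imaged fields per well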
# Lipid droplet cells 6.5 µM = recorded beside Lipid droplet, whose call it bears; cell count; measured here: cell count, cytotoxicity flag;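 cells counted across two imaged fields per well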
# bCat nuc transl cell count 5 µM = also measured in bCat nuc transl; calls as there; cell count; measured here: cell count, cytotoxicity flag
# T cell modulator vesicle-bound % = recorded beside T cell modulator, whose call it bears; double positive events, %; measured here: CD8+ vesicle-bound cell fraction;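 binding gate set so that unloaded-vesicle control wells show 10% double positive cells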
# MT stabilizer Hoechst-high % = recorded beside MT stabilizer, whose call it bears; % Hoechst-high responders; measured here: nuclear condensation Hoechst responders;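 share of cells brighter than vehicle mean plus two SD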
# MT stabilizer cytotoxicity % = second read-out of MT stabilizer, no call of its own (marks repeat the call); toxicity, %; measured here: cytotoxicity by cell density;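 0% = mean cell density of plate MIN control wells and 100% = no cells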
# Myeloid diff 2 GFP+ MAC1+ % = further read-out of Myeloid diff 2, marked with its call; GFP+ MAC1+ double positive, %; measured here: differentiation confirmed by MAC1 staining
# An asterisk follows results filed as active; i = inactive; · = no result given; + = active, no number.
molecule,bCat nuc transl,bCat nuc transl cell count 5 µM,T cell modulator,T cell modulator vesicle-bound %,TNAP activation fold,Insulin prom up,Insulin prom up cell count,human PMI inhibition,Lipid droplet,Lipid droplet cells 6.5 µM,MT stabilizer,MT stabilizer Hoechst-high %,MT stabilizer cytotoxicity %,Dynein cargo inh,Dynein cargo inh cytoplasmic EGFP,Dynein cargo inh nuclear GR-EGFP,Dynein cargo inh cell count,Myeloid diff 2,Myeloid diff 2 GFP+ MAC1+ %
O=C(CCc1nc(-c2ccc(Cl)cc2)no1)OCc1ccc(Br)cc1,·,·,i,53,·,·,·,·,·,·,3.8,2.5,7.7,-0.99,-0.19,-0.33,0.89,i,0.5
CC(=O)NC(CC(=O)Nc1nc(C)cs1)c1ccccc1 (stereo not drawn),0.8,1082,i,22,1.1,·,·,8%,-4,708,3.5,2.1,7.8,-0.16,0.33,0.022,-0.36,i,0.3
CC(C)[C@H](NC(=O)c1ccco1)C(=O)OCC(=O)N1CCc2ccccc21,-0.9,1230,i,38,1.1,-0.96,856,0%,-13,776,1.8,1.3,7.6,3.2,0.21,2.1,-2.2,i,0.4
CCNC(=O)COc1ccc(C=O)cc1OC,0.9,1035,i,21,1,0.77,1271,8%,19,666,3.0,3.6,9.5,-0.3,0.24,-0.011,-0.69,i,0.4
COc1ccc(C)c2sc(NC(=O)C3=COCCO3)nc12,-5.1,1056,i,39,1,1.3,2134,1%,-16,625,1.5,1.9,6.5,0.8,-0.039,0.45,-0.58,i,2.8
COc1cc(/C=C/C(=O)O)cc(S(=O)(=O)Nc2ccccc2Oc2ccccc2)c1OC,-0.3,1323,i,9,·,-0.92,1082,·,-2,678,·,·,·,-0.53,-0.82,-0.5,0.12,i,0.2
CC1(c2nnc(-c3ccccc3)o2)CC(c2ccncc2)=NO1 (stereo not drawn),-0.7,1141,i,18,·,0.1,1041,·,·,·,·,·,·,-0.47,-0.78,-0.067,0.43,i,0.5
CO/N=C\C(=N\Nc1ccc(OC)cc1)C(=O)c1ccccc1,·,·,i,43,1.1,·,·,12%,13,765,2.1,1.6,13,1.5,-0.23,0.85,-0.89,i,0.5
CSc1nnc(-c2sccc2OCc2ccccc2)n1C,1.0,1345,i,31,1.1,0.52,1390,5%,·,·,2.1,1.2,4.7,-1.2,-0.052,0.023,0.43,i,1.5
Cc1ccc(OCC(=O)Nc2ccc(C)c(S(=O)(=O)N3CCCCC3)c2)c([N+](=O)[O-])n1,0.0,1055,i,46,1.1,-0.11,1498,12%,-16,618,10,1.2,12,-0.66,-0.26,-0.47,0.18,i,0.9
CCOC(=O)Cn1c(O)c(N=NC(=O)OC)c2ccccc21,0.6,1268,i,41,·,-0.08,1085,·,22,764,·,·,·,-0.67,-0.067,-0.37,0.2,i,0.2
CN(C)C=Nc1nonc1-c1ccccc1,-1.8,1155,i,25,·,-0.78,1398,·,-10,741,·,·,·,-0.35,-0.22,-0.19,0.14,i,0.4
COc1ccc2[nH]c(=O)c(CN(CC3CCCO3)C(=S)Nc3ccccc3)cc2c1 (stereo not drawn),-0.5,1502,i,44,1,0.13,1431,·,-14,567,3.9,2.6,7.3,-0.26,-0.13,-0.028,-0.89,i,0.3
CCC(=O)Nc1cccc(C2=NOC3(C2)C[C@@H](C(N)=O)N(C(=O)c2ccccc2C(=O)c2ccccc2)C3)c1 (stereo partly drawn),-0.8,1164,i,26,·,-0.05,1063,·,19,680,·,·,·,-0.43,-0.77,-0.32,-0.099,i,2.1
CCC(=O)N/N=C(\C)CC(=O)Nc1cc(Cl)ccc1C,3.4,599,i,46,1.1,0.46,1271,-7%,-13,681,5.3,1.2,4.1,1.3,-0.22,0.65,-1.7,i,0.3
COc1ccc(C2=NN(C(N)=S)C(c3ccco3)C2)cc1 (stereo not drawn),-1.1,1046,i,51,1,-0.23,1168,22%,5,656,4.3,3.1,2.8,-1.2,-0.33,-0.28,1.2,+,2.9*
O=C(CSc1nnc(Cn2nnc3ccccc32)o1)Nc1ccc(Cl)cc1,·,·,i,29,1.1,·,·,-6%,-1,748,3.6,2.6,7.8,1.1,-0.27,0.23,0.37,i,1.5
Cc1onc(-c2ccccc2)c1C(=O)OCC(=O)NCc1ccc(F)cc1,-0.4,1057,i,46,1,0.06,1280,-9%,12,704,4.6,2.0,3.4,-0.58,-0.36,0.12,0.85,i,0.3
O=S(=O)(Nc1ccccn1)c1ccc(C2CCCCC2)cc1,·,·,i,32,1,-0.77,1260,8%,3,702,1.9,2.8,40,1.1,-0.29,0.99,-0.55,i,8.3
CCCn1cc2c(c1-c1cccc(C)c1)c(=O)n(C)c(=O)n2C,-5.9,1242,i,6,1.1,0.03,1309,-1%,4,759,1.7,1.6,6.7,-0.63,-0.19,-0.36,0.39,i,1.3
CN(c1ccccc1C(=O)Nc1ccc2c(c1)OCCO2)S(C)(=O)=O,-4.1,1204,i,28,1,0.04,1163,-15%,0,715,3.5,1.6,4.7,-1.1,-0.21,-0.5,1.4,i,0.4
CCOC(=O)C1=C(C)NC(=S)N(C(C)=O)C1c1ccccc1 (stereo not drawn),-1.0,1119,i,8,1.1,·,·,-4%,-14,712,2.4,1.6,3.9,2,-0.18,1.2,0.43,i,5.3
CCCCn1c(N)c(Sc2ccc(Cl)cc2)c(=O)[nH]c1=O,-3.5,1187,i,11,1.1,·,·,-8%,-10,709,1.3,1.9,8.4,-0.052,-0.31,-0.047,0.4,i,0.8
CC(C)C1Cc2c(sc3[nH]c(=S)n(Cc4ccccc4)c(=O)c23)CO1 (stereo not drawn),3.3,1121,i,44,1,·,·,11%,1,711,3.5,2.6,0.2,0.3,0.08,0.28,-0.36,i,1.0
CCOC(=O)c1ccc(NC(=O)CSCc2ccco2)cc1,0.3,1067,i,12,1.2,0.1,1580,19%,0,603,3.3,0.9,3.1,-0.71,-0.053,0.16,-0.11,i,0.7
Cc1nnc(Nc2ccc(C(=O)O)cc2)[nH]c1=O,-1.8,1148,i,55,1.1,-0.48,1325,-12%,3,676,2.3,1.1,7.5,-0.8,-0.38,-0.85,1.5,i,0.3
CC1CCN(CCCNC(=O)c2cc3c(=O)n(C)c4ccccc4c3n2C)CC1,-2.1,1147,i,61,1.2,-0.12,1102,2%,·,·,6.2,2.4,1.3,0.6,0.03,0.63,-0.76,i,5.4
CC(C)(C)NCC(O)c1cc(O)cc(O)c1 (stereo not drawn),·,·,i,22,1.1,·,·,9%,-9,722,3.2,1.5,9.8,-0.32,-0.071,0.35,0.11,i,7.6
CN(C)/C=N/S(=O)(=O)c1ccc(Cl)cc1,-6.0,1182,i,17,1.1,-0.06,1350,-9%,-6,694,8.4,2.2,11,-0.88,-0.35,-0.17,1.7,i,0.5
O=C(/C=C/c1ccc(Cl)cc1)N1CCN(c2c(Cl)cccc2[N+](=O)[O-])CC1,-1.2,553,i,48,1,-0.15,1153,0%,-18,574,2.3,3.4,6.0,-0.71,-0.28,-0.72,0.47,i,0.5
CCOC(=O)c1c(N=CN(C)C)c(C#N)n2c1CCC2,-1.6,981,i,11,1.2,0.49,1243,-18%,·,·,3.0,1.7,10,-0.19,-0.13,0.0086,0.24,i,1.2
Nc1cnn(Cc2ccc(F)cc2)c1,0.2,1541,i,24,1,-0.13,1445,0%,-14,620,3.5,1.9,11,-0.28,-0.27,-0.32,-0.079,i,0.3
COc1ccc(NC(=O)CC2C(=O)NCCN2C(=O)c2ccccc2)cc1 (stereo not drawn),0.3,1306,i,33,·,-0.3,1423,·,2,745,·,·,·,0.47,-0.25,-0.055,-0.1,i,0.2
Cc1c(C)c2c(C)[nH]nc2oc1=O,-1.4,1391,i,29,0.9,-0.69,1692,15%,·,·,5.2,3.7,4.6,-1.5,-0.26,-0.47,0.63,i,0.8
O=C(NC(=O)N1CCN(c2ccccc2)CC1)c1ccc(Cl)cc1,0.7,1194,i,45,1,·,·,8%,-4,712,4.0,2.7,3.6,-0.72,-0.23,-0.35,0.8,i,0.4
Cc1cc(C)c(S(=O)(=O)c2ccccc2C)c(OCC(C)(C)C)n1,·,·,i,44,1.1,·,·,20%,·,·,3.6,1.2,5.3,0.77,-0.22,0.2,-1.1,i,1.7
CSc1nc(-c2ccccc2)nn1C(=O)c1ccccc1,·,·,i,25,0.4,·,·,7%,·,·,2.5,2.2,11,-0.84,-0.21,-0.88,-0.37,i,0.5

# Screening data from PubChem.
